KCNK3 inh: human KCNK3 channel inhibitors, primary screen, CHO cells, FluxOR thallium flux, B-score | Potassium channel subfamily K member 3 (Homo sapiens), O14649 | FluxOR fluorescence; active compounds read low | B-score at 10 µM | 340,000 tested, 0.84% active | AID 602410, 2012;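 active means B-score under library mean minus 4 SD, starting fluorescence ratio at most library mean plus 5 SD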;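 further: more negative B-score means stronger inhibition of thallium flux through KCNK3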
GSK3beta inhib: human GSK3beta kinase inhibitors, primary screen, biochemical, cell-free homogeneous, HTS. GST-GSK3beta kinase, ADP-Glo luminescence, 60 min; active compounds read low. activity score (negative = inhibition), % at 10 µM. 300,000 tested, 0.038% active. Glycogen synthase kinase-3 beta (Homo sapiens), P49841;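 active means more than half of replicate wells score below -50%, meaning over 50% inhibition versus plate controls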;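 further: 0% = median DMSO wells and -100% = median GW8510 positive control wells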
Target sequence (P49841 whole entry, looked up): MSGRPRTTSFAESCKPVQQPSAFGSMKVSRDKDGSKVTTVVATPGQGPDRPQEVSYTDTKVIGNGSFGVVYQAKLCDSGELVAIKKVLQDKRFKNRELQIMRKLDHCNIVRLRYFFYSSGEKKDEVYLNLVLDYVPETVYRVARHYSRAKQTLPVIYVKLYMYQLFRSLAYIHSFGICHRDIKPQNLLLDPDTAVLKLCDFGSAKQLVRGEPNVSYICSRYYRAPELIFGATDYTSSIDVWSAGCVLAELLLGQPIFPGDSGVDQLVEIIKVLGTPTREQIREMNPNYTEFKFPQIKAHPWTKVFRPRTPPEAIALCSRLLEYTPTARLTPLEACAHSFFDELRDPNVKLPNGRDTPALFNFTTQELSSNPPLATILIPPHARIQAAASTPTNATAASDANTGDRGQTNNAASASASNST
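test system = GST-tagged human GSK3beta kinase, cell-free | reagent = 25 µM ATP with peptide substrate | dosing = one dose of 10 µM per compound | schedule = 60 min reaction, RT | detection = luminescent ADP-Glo measurement of ADP formed | control set = DMSO neutral wells and GW8510 at 20 µM as positive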
hERG protect: hERG rescue from dofetilide block, primary screen, cell-based, CHO-hERG, FluxOR thallium flux, dofetilide IC70. dofetilide IC70 present. AID 1511, 2009. activation (rescue from dofetilide block), less the hit threshold, % at 10 µM. 310,000 tested, 0.51% active. Voltage-gated inwardly rectifying potassium channel KCNH2 (Homo sapiens), Q12809;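 active means activation above the mean of controls blocked by dofetilide plus 5 SD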;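 further: thallium influx through hERG after potassium depolarization seen as dye fluorescence rise; in these data hits start at about 4.7%; inactives centre near -7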
DYRK1A inh: rat Dyrk1A kinase inhibitors, primary screen, biochemical, single point, plate reader; Dual specificity tyrosine-phosphorylation-regulated kinase 1A (Rattus norvegicus), Q63470; ADP-Glo luminescence, NFATc1 peptide; inhibition, % at 12.5 µM; 310,000 tested, 0.43% active; in the data active means inhibition above about 50%;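 further: plate controls were vehicle with enzyme for no effect and no enzyme for full effect; many of its hits are not listed in these tables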
KCNK9 inh: KCNK9 potassium channel inhibitors, primary screen, HEK293 cells, thallium flux | FluxOR thallium flux fluorescence; active compounds read low | B-score at 10 µM | 310,000 tested, 1.2% active;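 active means ratio B-score over 3 SD below the library mean, with starting fluorescence within 5 SD of its mean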;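 further: negative B-score means less thallium flux so channel inhibition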
RGS4 pot: RGS4 potentiators or activators, primary screen, cell-based, HEK293 M3R inducible RGS4, calcium flux; carbachol calcium flux Fluo4; active compounds read low; B-score at 10 µM; 310,000 tested, 0.92% active; AID 463111, 2010;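 active means B-score of the integrated calcium signal more than 4 SD below the library mean, with starting fluorescence not abnormally high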;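 further: negative B-score means reduced calcium response which marks RGS4 activation or potentiation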
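Assay system: HEK293 FlpIn-TREx cells, stable M3R, doxycycline-inducible RGS4 / Probe or stimulus: carbachol, ECmax concentration / Times: overnight RGS4 induction, 30 min dye load 37 °C, 20 min compound RT / Signal: kinetic calcium fluorescence imaging with Fluo4-AM dye, 2 µM / Measure: Agonist-evoked peak-minus-minimum fluorescence over baseline, integrated ratio, B score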
KCNQ1 inh: inhibitors of human KCNQ1 channel, primary screen, cell-based, thallium flux, high-throughput; 310,000 tested, 1.3% active; AID 2642, 2010; CHO-K1 KCNQ1, FluxOR thallium flux fluorescence; active compounds read high; B-score at 10 µM; Potassium voltage-gated channel subfamily KQT member 1 (Homo sapiens), P51787;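 active means compounds whose thallium flux B-score, printed positive for inhibition, exceeds three library SD while starting fluorescence stays within three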;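 further: channel opened by potassium depolarization with thallium stimulus after 20 min compound exposure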
KCNQ1 act: potentiators or activators of KCNQ1 channel, primary screen, cell-based, thallium flux, high-throughput. Potassium voltage-gated channel subfamily KQT member 1 (Homo sapiens), P51787. CHO-K1 KCNQ1, thallium flux FluxOR fluorescence; active compounds read high. B-score at 10 µM. 310,000 tested, 0.35% active. AID 2648, 2010;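 active means fluorescence ratio B-score, a plate-corrected score, at least three library SD, with initial intensity B-score within 5 SD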
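assay system = KCNQ1-transfected CHO-K1 cells | medium = assay buffer with matched DMSO | probe or stimulus = depolarizing K+/Tl+ stimulus, K2SO4 and Tl2SO4 each 12.5 mM in 5x stock | dosing = single dose | incubation = dye 90 min, compound 20 min, room temperature | detection = kinetic FluxOR fluorescence, 10 s baseline plus 110 s post-stimulus | evaluation = ratio B score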
GSK3A inh: blockers of GSK3A enzyme activity – biochemical, luminescence, cell-free homogeneous, HTS, primary screen | inhibition, % at 10 µM | Glycogen synthase kinase-3 alpha (Homo sapiens), P49840 | GSK-3 alpha kinase, ADP-Glo luminescence, 60 min | 320,000 tested, 0.1% active;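 in the data active means inhibition above about 50%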;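 further: GST-tagged GSK-3 alpha with peptide substrate and 25 µM ATP; 0% = DMSO neutral wells and 100% = GW8510 positive control wells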
Target sequence (P49840 whole entry, looked up): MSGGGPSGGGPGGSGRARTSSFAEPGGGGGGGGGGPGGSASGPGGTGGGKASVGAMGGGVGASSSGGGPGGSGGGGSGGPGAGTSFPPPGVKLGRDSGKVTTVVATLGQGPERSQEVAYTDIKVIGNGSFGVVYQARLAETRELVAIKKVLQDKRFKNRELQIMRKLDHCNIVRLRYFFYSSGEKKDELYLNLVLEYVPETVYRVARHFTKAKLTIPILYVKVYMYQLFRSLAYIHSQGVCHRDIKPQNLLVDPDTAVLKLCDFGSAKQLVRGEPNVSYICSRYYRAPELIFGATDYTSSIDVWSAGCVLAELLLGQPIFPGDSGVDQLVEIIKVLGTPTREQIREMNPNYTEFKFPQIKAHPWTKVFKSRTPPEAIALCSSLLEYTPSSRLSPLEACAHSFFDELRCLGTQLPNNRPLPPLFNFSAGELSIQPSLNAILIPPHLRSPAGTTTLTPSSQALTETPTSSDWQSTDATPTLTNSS
RGS4 inh: RGS4 inhibitors, primary screen, cell-based, HEK293 M3R inducible RGS4, calcium flux | 310,000 tested, 0.45% active | Regulator of G-protein signaling 4 (Homo sapiens), P49798 | Fluo-4 calcium flux; active compounds read high; triggered by carbachol at its EC20 | AID 463165, 2010 | B-score at 10 µM;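 active means B-score, a plate-corrected calcium signal, over three deviations above library mean, with baseline fluorescence within five deviations of library mean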;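 further: RGS4 expression induced by doxycycline in cells with stable M3 receptor; B-score is computed from the integrated fluorescence ratio over baseline after carbachol; higher B-score means a larger calcium signal and so more RGS4 inhibition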
Target sequence (P49798 whole entry, looked up): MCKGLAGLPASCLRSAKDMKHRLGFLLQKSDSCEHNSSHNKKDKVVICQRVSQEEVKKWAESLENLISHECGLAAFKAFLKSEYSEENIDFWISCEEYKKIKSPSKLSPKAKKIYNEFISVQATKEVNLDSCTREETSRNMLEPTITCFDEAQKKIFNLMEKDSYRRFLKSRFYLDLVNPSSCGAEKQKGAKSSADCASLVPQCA
PolyA inhibitor: polyadenylation inhibitors in yeast reporter cells, primary screen, luminescence, S. cerevisiae; S. cerevisiae SKY197-pL101 polyadenylation reporter, beta-gal luminescence; efflux-impaired pdr1/pdr3 knockout yeast; score 100 = 6 SD above DMSO; calls only at 12 µM; AID 1875, 2009; 300,000 tested, 0.02% active;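 active means lowest replicate activity score at least 50, where 100 means six control SD above control mean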;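 further: yeast exposed to compound for 9 h at 30 °C; higher score means more reporter readthrough which indicates perturbed polyadenylation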
* marks the source's active call; other numbers are inactive results; i = inactive; · = no result given. These rows are one share of the data; the hit share may differ from the screen's.

#	canonical_smiles	KCNK3 inh	GSK3beta inhib	hERG protect	DYRK1A inh	KCNK9 inh	RGS4 pot	KCNQ1 inh	KCNQ1 act	GSK3A inh	RGS4 inh	PolyA inhibitor
1	Cc1ccc(-n2nc3c(n2)/C(=N/O)CC/C3=N\O)cc1	i	-8.8	-7.6	14.8	i	i	i	i	3.9	i	i
2	CCn1c2ccccc2c2cc(C3N=C(N)Nc4nc5ccccc5n43)ccc21 (stereo not drawn)	i	0.6	-10.6	-5.5	i	i	i	i	0.0	i	i
3	COc1cccc(C(c2nnnn2Cc2ccc(F)cc2)N2CCC(C(N)=O)CC2)c1OC (stereo not drawn)	i	0.5	-5.8	5.4	i	i	i	i	-0.7	i	i
4	CCn1c(=O)c(CCC(=O)N2CCN(c3ccccn3)CC2)c(C)c2c(C)nn(-c3cccc(C)c3)c21	i	-2.8	-10.3	-3.6	i	i	i	i	-1.4	i	i
5	COc1ccc(-c2csc3nc[nH]c(=O)c23)cc1OC	i	-1.9	-2.6	-2.6	i	i	i	i	0.6	i	i
6	COCCNC(=S)N1CCc2cc(OC)c(OC)cc2C1c1cccs1 (stereo not drawn)	i	1.2	-12.3	8.6	i	i	i	i	-3.1	i	i
7	Cc1cccc2cc(C(c3nnnn3Cc3ccccc3)N3CCN(c4ccccc4)CC3)c(=O)[nH]c12 (stereo not drawn)	i	-0.2	-22.9	-8.3	i	i	i	i	-1.0	i	i
8	COc1ccc(N2CCN(C(=O)c3ccc(CNS(=O)(=O)c4cc(C)ccc4C)cc3)CC2)cc1	i	2.5	-10.2	1.5	i	i	i	i	-3.5	i	i
9	Cc1nn(C)cc1NC(=O)c1nn(C)cc1[N+](=O)[O-]	i	0.5	-6.0	2.0	i	i	i	i	-3.4	i	i
10	COc1ccc(F)c(CN2CCN(CCc3ccccc3)C(CCO)C2)c1 (stereo not drawn)	i	-0.1	-5.1	0.1	i	i	i	i	-0.8	i	i
11	c1ccc(NCc2ccncc2)cc1	i	-0.2	-9.1	-1.0	i	i	i	i	2.3	i	i
12	CC(C)C(=O)N1CCN(c2ccccc2NC(=S)NC(=O)c2ccco2)CC1	i	0.6	-3.5	4.1	i	i	i	i	1.4	i	i
13	CC1(C)OC(=O)N(CCC(=O)Nc2cccc(F)c2)C1(C)O (stereo not drawn)	i	1.8	-6.4	1.1	i	i	i	i	1.6	i	i
14	Cc1ccc(OCCOc2ccc(Cl)cc2Cl)c([N+](=O)[O-])n1	i	1.8	-9.4	-1.1	i	i	i	i	-0.8	i	i
15	COc1ccc(CCN2C(=O)C(Oc3ccccc3C)C2c2ccc3c(c2)OCO3)cc1 (stereo not drawn)	i	-1.6	-6.4	-5.5	i	i	i	i	-0.7	i	i
16	Cn1c(=O)c(=O)n(C)c2cc(S(=O)(=O)N3CCC(Cc4ccccc4)CC3)ccc21	i	1.6	-3.0	2.7	i	i	i	i	-1.5	i	i
17	COc1ccc(Cn2c(C)nc3ccc([N+](=O)[O-])cc3c2=O)cc1	i	2.4	-4.6	-2.3	i	i	i	i	-0.5	i	i
18	COc1ccc2nc3oc(C(=O)NCc4cccs4)cc3cc2c1	i	1.6	-4.0	-1.7	i	i	i	i	-1.0	i	i
19	Fc1cccc(NC(=S)N2CCN(c3ccccn3)CC2)c1	i	0.3	-1.5	1.5	i	i	i	i	1.8	i	i
20	COc1ccccc1NS(=O)(=O)c1cc(NC(=O)CN2C(=O)NC3(CCCC3)C2=O)ccc1C	i	0.0	-8.2	0.4	i	i	i	i	0.9	i	i

Pulled one by one from above (three):
#	canonical_smiles	KCNK3 inh	GSK3beta inhib	hERG protect	DYRK1A inh	KCNK9 inh	RGS4 pot	KCNQ1 inh	KCNQ1 act	GSK3A inh	RGS4 inh	PolyA inhibitor
10	COc1ccc(F)c(CN2CCN(CCc3ccccc3)C(CCO)C2)c1 (stereo not drawn)	i	-0.1	-5.1	0.1	i	i	i	i	-0.8	i	i
8	COc1ccc(N2CCN(C(=O)c3ccc(CNS(=O)(=O)c4cc(C)ccc4C)cc3)CC2)cc1	i	2.5	-10.2	1.5	i	i	i	i	-3.5	i	i
17	COc1ccc(Cn2c(C)nc3ccc([N+](=O)[O-])cc3c2=O)cc1	i	2.4	-4.6	-2.3	i	i	i	i	-0.5	i	i

New compounds follow
#	canonical_smiles	KCNK3 inh	GSK3beta inhib	hERG protect	DYRK1A inh	KCNK9 inh	RGS4 pot	KCNQ1 inh	KCNQ1 act	GSK3A inh	RGS4 inh	PolyA inhibitor
21	COc1ccc(SCCc2ccncc2)cc1	i	2.9	-18.3	5.8	i	i	i	i	-1.4	i	i
22	CCCOc1ccc2cc(-c3ccccn3)c(=O)oc2c1	i	-5.1	-5.5	1.7	i	i	i	i	4.9	i	i
23	Cc1ccc(NC(=O)NCC2CC2(Cl)Cl)cc1 (stereo not drawn)	i	-1.1	-2.5	-3.4	i	i	i	i	0.3	i	i
24	CCOc1ccc(C(=O)NC2CCN(C(=O)N3CCCC3)CC2)cc1	i	-3.0	-7.4	-7.3	i	i	i	i	1.8	i	i
25	COc1ccc(C)cc1NC(=O)c1cccc(C(=O)Nc2cc(C)ccc2OC)c1	-10.6*	-3.3	-7.0	2.5	-8.04*	i	i	i	-3.6	i	i
26	NS(=O)(=O)c1ccc2nc(NC(=O)c3ccc4ncsc4c3)sc2c1	i	-5.6	-11.2	2.1	i	i	i	i	1.3	i	i
27	CC(C)OC(=O)C(CC(=O)O)N1CCOCC1 (stereo not drawn)	i	1.0	-2.2	1.7	i	i	i	i	·	i	i
28	Cc1ccc(C(=O)NCCn2cc(SCC(=O)Nc3nnc(C)s3)c3ccccc32)cc1	i	1.5	-12.8	4.1	i	i	i	i	-1.2	i	i
29	CC1CCCN(c2cc3c(cc2[N+](=O)[O-])C(=O)N(c2ccccc2)C3=O)C1 (stereo not drawn)	i	0.5	-0.6	-0.7	i	i	i	i	-0.2	i	i
30	O=C(O)c1ccc(NS(=O)(=O)c2ccc(Cl)c(C(=O)Nc3ccccc3[N+](=O)[O-])c2)cc1	i	0.8	-10.1	·	i	i	i	i	-4.0	i	i
31	COc1cc(OC)cc(-c2nnc(SCC(=O)N3c4ccccc4Sc4ccccc43)o2)c1	i	0.0	-6.9	-11.7	i	i	i	i	-0.4	i	i
32	COc1ccccc1/C=C/C=N/NC(=O)Cc1cccs1	i	-4.3	-2.6	2.7	i	i	i	i	-5.5	i	i
33	O=C(c1ccncc1)N1CCN(S(=O)(=O)c2cccc(F)c2)CC1	i	-3.3	-5.3	-7.9	i	i	i	i	0.1	i	i
34	CCOc1ccc(C2C3=C(CC(C)(C)CC3=O)N(CC(=O)O)C3=C2C(=O)CC(C)(C)C3)cc1OCC	i	0.8	-3.1	6.9	i	i	i	i	1.1	i	i
35	Cc1ccc(Nc2nc(N)nc(CSc3ncccn3)n2)cc1	i	3.0	0.0	0.0	i	i	i	i	2.6	i	i
36	COc1cccc(NC(=O)C2COc3ccccc3O2)c1 (stereo not drawn)	i	2.4	-2.7	21.9	i	i	i	i	-1.0	i	i
37	CCCC1=C(C(=O)OCC)C(c2c(C)nn(-c3ccccc3)c2Cl)C(C#N)=C(N)O1 (stereo not drawn)	i	-0.1	-20.9	11.2	i	i	i	i	·	i	i
38	CCn1cc(CN2CCC(n3nccc3NC(=O)CCCc3ccccc3)CC2)c(C)n1	i	2.5	-5.2	19.3	i	i	i	i	0.5	i	i
39	CCn1c(=O)c2sccc2n(CC(=O)NC2CCCCC2)c1=O	i	-1.6	-8.2	-3.3	i	i	i	i	-1.8	i	i
40	COc1ccccc1CNC(=O)CN(C)S(=O)(=O)c1ccc2c(c1)c(=O)n(C)c(=O)n2C	i	-2.1	-5.9	-5.7	i	i	i	i	·	i	i
41	COc1ccccc1CN(C)CC(=O)Nc1cccc2ccccc12	i	·	-14.1	6.4	i	i	i	i	-2.2	i	i
42	CCOC(=O)N1CCN(S(=O)(=O)c2ccc3[nH]c(=O)oc3c2)CC1	i	2.9	-14.7	3.3	i	i	i	i	-1.4	i	i
43	CCCCn1c(SCC(=O)N2c3ccccc3Sc3ccccc32)nc2c1c(=O)n(C)c(=O)n2C	i	2.7	-12.0	1.0	i	i	i	i	3.2	i	i
44	O=C(COC(=O)c1ccc(S(=O)(=O)NCc2ccco2)cc1)Nc1ccc(Cl)cn1	i	0.8	-3.8	-0.6	i	i	i	i	8.5	i	i
45	CCOC(=O)Cc1csc(NC(=O)c2cnc3scc(C)n3c2=O)n1	i	0.6	-2.0	3.9	i	i	i	i	0.9	i	i
46	Cc1ccc(-c2[nH]c3ccccc3c2SCCN)cc1	i	-3.1	-17.1	13.1	i	i	i	i	1.4	i	i
47	O=C(CC(C(=O)O)P(=O)(c1ccccc1)c1ccccc1)c1ccc(Br)cc1 (stereo not drawn)	i	1.7	-5.6	12.4	i	i	i	i	·	i	i

Limited to KCNK9 inh, for 2 of the compounds above:
cpd	SMILES	KCNK9 inh
42	CCOC(=O)N1CCN(S(=O)(=O)c2ccc3[nH]c(=O)oc3c2)CC1	i
44	O=C(COC(=O)c1ccc(S(=O)(=O)NCc2ccco2)cc1)Nc1ccc(Cl)cn1	i

Screening results from PubChem BioAssay.
